High-throughput results (PubChem)
Pol kappa inh: DNA polymerase kappa (human) inhibition; Q9UBT6; Potency, µM (doses to about 107 µM), inactives show at the top dose activity, negative = inhibition, most hits filed as inhibitors; hit rate 0.53% among 400,000; purified Pol kappa, fluorescent DNA synthesis assay, 10 min; note: potency is the fitted concentration of half-maximal effect; % is set by controls: 0 for no effect and ±100 for the full control effect
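Fluorescent qHTS in 1536-well format: enzyme (10 nM) and compound sat 15 min at room temperature before 50 nM substrate (final) was added. Signal taken at 0 and 10 min; no-enzyme buffer wells were negative controls.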
Pol iota inh: inhibitors of human DNA polymerase iota; Q9UNA4; Pol iota fluorescent replication assay, 10 min; Potency, µM (doses to about 115 µM), inactives show at the highest dose activity, negative = inhibition, usual class: inhibitors; hit rate 1% among 390,000; AID 588590; note: potency is the fitted concentration of half-maximal effect
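Pol iota at 10 nM preincubated 15 min with compounds at room temperature; reaction started with fluorescent substrate, 50 nM final. Fluorescence read kinetically at 0 and 10 min; buffer-only wells as negative control.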
LDHA inh: inhibitors of human lactate dehydrogenase A; P00338; activity change, % (values are at about 110 or 230 µM); purified LDHA, NADH/diaphorase-resazurin fluorescence; stronger effect = lower value; hit rate 0.15% among 480,000; in the data active = activity change below about -30%; inconclusive = mostly about -25% to -30%;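 note: plate controls were DMSO wells for no effect and wells without enzyme for full effect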
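Human LDH5 at 2 nM final in Tris HCl pH 7.4 with 0.06 mM NADH and 0.2 mM pyruvate, reacted 5 minutes at room temperature. Remaining NADH coupled via diaphorase/resazurin; resorufin fluorescence read at 0 and 20 minutes, normalized to enzyme-free and DMSO wells.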
Apoferritin bind: candidate novel general anesthetic via apoferritin binding. Potency, µM (titrated, usually from 77.5 µM), inactives show top-dose activity change, negative = displacement, usual class: inhibitors. apoferritin/1-aminoanthracene competitive binding, fluorescence. P02791. AID 485281. hit rate 0.074% among 350,000; note: potency is the fitted concentration of half-maximal effect; % is set by controls: 0 for no effect and ±100 for the full control effect; nearly all actives have a fitted effect of over 20% in size
Target sequence (P02791 2-175 limits assumed): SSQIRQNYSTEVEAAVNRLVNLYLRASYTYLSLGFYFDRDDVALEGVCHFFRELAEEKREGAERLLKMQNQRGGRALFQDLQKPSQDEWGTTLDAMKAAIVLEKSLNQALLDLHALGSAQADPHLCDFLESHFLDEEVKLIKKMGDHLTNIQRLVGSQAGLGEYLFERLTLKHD
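In PBS, apoferritin at 10 uM is loaded with 1-AMA from a 50% saturated solution. After 10 min of compound exposure at ambient temperature, reduced 535 nm fluorescence indicates probe displacement.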
APE1 inh: blocks human APE1 abasic DNA cleavage; P27695; recombinant APE1, TAMRA/BHQ-2 abasic DNA cleavage fluorescence; Potency, µM (titrated, usually from 65.8 µM), for the others: at the top dose activity change, negative = inhibition, hits mostly inhibitors; hit rate 0.35% among 350,000;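 note: potency is the fitted concentration of half-maximal effect; plate controls were vehicle for no effect and reference inhibitor for full effect; nearly all actives have a fitted effect of over 55% in size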
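Quantitative HTS: incision of a TAMRA/BHQ-2 double-stranded substrate bearing a tetrahydrofuran abasic site by 0.75 nM APE1 raises fluorescence. Substrate 50 nM final, added after 15 min compound preincubation at room temperature; progress as third-minus-first kinetic read difference.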
GRP78 ERSR act: induces the endoplasmic reticulum stress response in human glioma cells | AID 602332 | Potency, µM, inactives show at the highest dose activation, usual class: activators | hit rate 0.02% among 420,000 | U87-MG GRP78 promoter luciferase reporter, 16 h; note: potency is the fitted concentration of half-maximal effect; series mostly up to about 76 µM; % of control where 0% means no effect; nearly all actives have a fitted effect of over 35% in size
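ERSR induction read as luciferase luminescence (Bright-Glo, 10 min at room temperature) in stably transfected human U87-MG glioma cells exposed to compounds for 16 h, using GRP78 as sensor.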
Pol beta inh: blocks human DNA polymerase beta activity. Pol beta primer extension/strand displacement, fluorescence kinetic. hit rate 1.3% among 340,000. Potency, µM (series often up to 114 µM), for the others: at the highest dose activity change, negative = inhibition, actives largely listed as inhibitors; note: potency is the fitted concentration of half-maximal effect; % is set by controls: 0 for no effect and ±100 for the full control effect
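Pol beta (10 nM) and compounds were preincubated 15 min at room temperature, then 50 nM substrate (final) started primer extension/strand displacement. Reads were taken at 0 and 10 min; concentration-response data were fitted to a four-parameter Hill equation.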
BLM inh: Bloom syndrome helicase (human) inhibition; recombinant BLM DNA unwinding, fluorescence dequenching; Potency, µM (series often up to 56.1 µM), for the others: at the top dose activity change, negative = inhibition, most hits filed as inhibitors; P54132; hit rate 0.2% among 350,000;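 note: potency is the fitted concentration of half-maximal effect; plate controls were vehicle for no effect and no enzyme for full effect; nearly all actives have a fitted effect of over 35% in size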
Pol eta inh: inhibitors of human DNA polymerase eta; Potency, µM (highest dose often 114 µM), without a hit: at the top dose activity change, negative = inhibition, most hits filed as inhibitors; hit rate 1.2% among 390,000; Q9Y253; recombinant Pol eta, fluorescent DNA replication assay; AID 588591; note: potency is the fitted concentration of half-maximal effect; % is set by controls: 0 for no effect and ±100 for the full control effect
Target sequence (Q9Y253 whole entry, looked up): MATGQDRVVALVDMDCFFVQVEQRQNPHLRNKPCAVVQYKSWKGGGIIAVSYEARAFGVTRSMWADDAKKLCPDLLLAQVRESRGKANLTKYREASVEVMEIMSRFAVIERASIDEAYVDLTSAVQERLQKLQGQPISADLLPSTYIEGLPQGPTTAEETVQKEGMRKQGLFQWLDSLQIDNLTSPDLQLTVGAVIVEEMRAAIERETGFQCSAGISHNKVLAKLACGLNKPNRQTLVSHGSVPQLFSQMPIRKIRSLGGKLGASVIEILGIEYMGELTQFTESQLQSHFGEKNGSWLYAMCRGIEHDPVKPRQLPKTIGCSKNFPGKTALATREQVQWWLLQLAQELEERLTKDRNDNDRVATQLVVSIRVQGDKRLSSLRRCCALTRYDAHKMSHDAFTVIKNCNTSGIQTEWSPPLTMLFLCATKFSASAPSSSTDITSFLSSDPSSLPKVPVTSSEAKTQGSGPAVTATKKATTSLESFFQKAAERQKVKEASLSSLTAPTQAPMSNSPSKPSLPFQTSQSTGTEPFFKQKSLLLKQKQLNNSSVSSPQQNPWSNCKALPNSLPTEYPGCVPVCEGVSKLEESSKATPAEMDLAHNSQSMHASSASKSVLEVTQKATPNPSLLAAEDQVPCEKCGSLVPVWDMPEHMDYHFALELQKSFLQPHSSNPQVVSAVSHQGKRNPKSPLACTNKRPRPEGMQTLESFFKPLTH
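Fluorescent replication assay: 50 nM final substrate added after a 15 min room-temperature compound preincubation with 10 nM enzyme. Signal taken at 0 min and again at 10 min.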
The depositor's hits bear a star; ? = inconclusive; nt = not tested or not shown; & = joins results of further samples; [ ] = another dose, or the depositor's remark. Unless noted, calls come from the whole dose curve; as a rule, active = well fitted curve in the direction sought with a large enough effect; inconclusive = small, poorly fitted or top-dose-only effect, or another doubt; inactive = no such curve, though single readings can be large; an effect the other way counts as inactive or inconclusive.

Each structure is followed by: Pol kappa inh	Pol iota inh	LDHA inh	Apoferritin bind	APE1 inh	GRP78 ERSR act	Pol beta inh	BLM inh	Pol eta inh
CCNc1nc(Cl)nc(-c2cn(-c3ccccc3)c3ccccc23)n1
    -8%	-18%	-8	-13%	?	-5%	79µM*	-11%	3%
O=C(CCCCN1CCCCC1)c1ccccc1
    4%	-9%	-7	nt	nt	0%	nt	nt	11%
COc1cc(C(=O)NS(=O)(=O)c2ccccc2C)ccc1Cc1cn(C)c2ccc(NC(=O)OC3CCCC3)cc12
    ?	nt	nt	-24%	-4%	-1%	56µM*	-24%&-22%	nt
CCOc1ncccc1C(=O)NNC(=O)CSc1ccc(Cl)cc1
    -9%	9%	-11	nt	16%	-7%	nt	nt	-2%
Cc1ccc(S(=O)(=O)N(C)C)cc1NC(=S)NNC(=O)C(N)=O
    -7%	13%	3	-5%	2%	-3%	0%	-1%	-25%
COc1ccccc1C(=O)NC(CCSC)C(=O)NNC(=O)c1ccccc1C (centres undefined)
    -10%	20%	-3	nt	-4%	-4%	nt	nt	-5%
O=C(NCCc1ccccc1)C1CCN(S(=O)(=O)c2cccnc2)CC1
    6%	13%	-3	-5%	2%	-1%	9%	4%	-18%
COCC1CCCN(Cc2cn(-c3ccccc3F)nc2-c2cc(C)sc2C)C1 (centres undefined)
    1%	26%	-2	-16%	9%	-1%	0%	0%	-11%
CCOc1ccc(S(=O)(=O)N(CC)CC(=O)NCc2cccnc2)cc1C
    5%	19%	0	4%	46%[activator]	-5%	-3%	-2%	-6%
CCn1ccnc1CN1CCc2c([nH]c3ccccc23)C1CC(C)C (centres undefined)
    -4%	17%	1	-8%	1%	-5%	13%	-8%	-8%
COc1cc2c(cc1OC)CN(CC(=O)Nc1ccc(F)cc1)CC2
    -1%	144%[activator]	-8	4%	-10%	-3%	-6%	-10%	10%
O=C(Nc1ccc2nc(C3CC3)n(Cc3ccccc3)c(=O)c2c1)C1CC1
    5%	28%	1	5%	7%	-1%	1%	-7%	-6%
Cc1ccc(OCC(=O)Nc2cc(C(=O)O)cc(C(=O)O)c2)cc1C
    -19%	75%[activator]	-9	0%	9%	-3%	-2%	-5%	-15%
CCc1cc2c(=O)n(Cc3ccco3)c(SCC(=O)NC3CCS(=O)(=O)C3)nc2s1 (centres undefined)
    -28%	?	-10	-17%	-2%	-2%	?	-5%	0%
CCOC(=O)c1nc2c(ccc3ccccc32)cc1C
    -16%	8%	0	-3%	-7%	10%	3%	-7%	-3%

The results go on:
Each structure is followed by: Pol kappa inh	Pol iota inh	LDHA inh	Apoferritin bind	APE1 inh	GRP78 ERSR act	Pol beta inh	BLM inh	Pol eta inh
COc1ccc(CCCC(=O)Nc2ccc(F)cc2)cc1
    -12%	0%	-4	-4%	13%	3%	12%	5%	-8%
CCOC(=O)c1cc(-c2ccc(C#N)cc2)nc2c1c(C)nn2CCC#N
    -2%	10%	-9	-6%	-4%	-1%	26%	-5%	-18%
N#Cc1cnc2cc(-c3ccccc3)nn2c1N
    -7%	22%	-10	-6%	-3%	2%	3%	-5%	-12%
C=C(C)c1cccc(C(C)(C)NC(=O)Nc2ccc(OC)cc2)c1
    7%	22%	-3	-2%	-7%	-2%	21%	-1%	-12%
CCC(=O)N1CCc2cc(S(=O)(=O)NCCC(=O)Nc3ccccc3C)ccc21
    -7%	13%	5	-15%	0%	-4%	3%	0%	4%
NC(=O)CNC(=O)c1cccc(Cl)c1
    5%	36%[activator]	-4	-14%	?	-3%	2%	0%	-8%
Cc1ccc(CNC(=O)c2ccc(NC(=O)c3nsc4ccccc34)cc2)cc1
    -10%[60.1 µM]	-10%	-8	-4%	nt	-5%	-10%	-1%	1%
CSc1ncc(Cl)c(C(=O)Nc2c(C)cccc2C)n1
    -3%	?	-17	0%	32%	-3%	-25%	-2%	-13%
COCC(=O)NC1CCN(C(=O)NCc2ccccc2)CC1
    -5%	19%	-4	-11%	-6%	-2%	-12%	-3%	-15%
CC1CCN(CCNC(=S)Nc2ccc(Cl)cc2)CC1
    0%	162%[activator]	-3	-8%	1%	2%	-1%	1%	-16%
O=C(Nc1ccccc1C(=O)O)c1cccc(NC(=O)c2ccccc2Br)c1
    -3%	10%	-5	-2%	25%	8%	22%	1%	-2%
O=C(CN1CCCCC1)NNc1nc(-c2ccccc2)c2cc(Cl)ccc2n1
    0%	221%[activator]	0	-10%	16%	0%	20%	-2%	-23%
Cc1cc(/C=N/Nc2nc(N)ncc2[N+](=O)[O-])c(C)n1-c1cccc(C(F)(F)F)c1
    nt	nt	nt	?	-6%	nt	1%	-5%	nt
CCCc1ncc(C(O)c2ccc(OC)cc2)n1C (centres undefined)
    2%	26%	-13&0	-12%	1%	3%	24%	2%	-11%
CCN(C(=O)Cn1cnc2sc(C)c(S(=O)(=O)N3CCN(c4ncccn4)CC3)c2c1=O)c1ccccc1F
    -11%	15%	1	-13%	nt	-2%	-24%	-2%	-23%

Further records
Each structure is followed by: Pol kappa inh	Pol iota inh	LDHA inh	Apoferritin bind	APE1 inh	GRP78 ERSR act	Pol beta inh	BLM inh	Pol eta inh
CCN(CC)S(=O)(=O)c1ccc(NC(=O)Nc2cccc(C(F)(F)F)c2)cc1
    -7%	-2%	1	-9%	-6%	-9%	19%	-13%	-9%
N#Cc1ccc(CSc2nnc(NC(=O)c3ccc4ncsc4c3)s2)cc1
    -7%	?	-9	-6%	18%	1%	17%	-14%	32µM*
CC(C)=CC(=O)Nc1nnc(-c2ccccc2C)s1
    -3%	110%[activator]	3	-7%	2%	4%	-24%	-5%	-16%
COC(=O)[C@@]1(Cc2ccc(OC)cc2)[C@H]2c3cc(C(=O)N4CCCC4)n(CCc4c[nH]c5ccc(O)cc45)c3C[C@H]2CN1C(=O)c1ccccc1
    nt	nt	nt	-19%&3%	?	nt	-9%	-5%&-5%	nt
Cc1ccc(CS(=O)(=O)c2cn(CC(=O)Nc3ccon3)c3ccccc23)cc1
    -9%	39%[activator]	-3	nt	9%	-3%	nt	nt	-24%
COc1ccccc1NC(=O)Nc1ccc(F)c(F)c1
    -7%	40%	-5	-2%	3%	5%	8%	-9%	-13%
CN(C)CCN(C(=O)C1=COCCO1)c1nc2ccc(Cl)cc2s1
    -8%	-13%	-2	-9%	-4%	0%	14%	-5%	0%
O=[N+]([O-])c1ccc(CCNc2cccc3ccccc23)c([N+](=O)[O-])c1
    -1%	-24%	1	-8%	-4%	0%	27%	2%	-5%
COc1ccc(CNC(=O)c2cc(-c3cccs3)on2)cc1
    -13%	0%[58.9 µM]	-3	?	-5%	3%	1%	0%	-3%
Cc1cccc(NS(=O)(=O)c2cccc(C(=O)N3CCCC3)c2)c1
    -13%	?	-2	nt	-10%	-6%	nt	nt	-3%
Cc1ccc(Cn2cc(CCC(=O)NCC(C)c3ccccc3)c3ccccc32)cc1 (centres undefined)
    -9%	0%	-4	61%[activator]	nt	-1%	8%	-9%	?
Cc1cc(C)cc(N(CC(=O)Nc2cc(C)ccc2C)S(=O)(=O)c2c(C)[nH]c(=O)[nH]c2=O)c1
    -12%	11%	-2	-6%	5%	1%	33%	-1%	6%
Cc1ccc(-n2ccnc(SCC(=O)NC3CCCCC3)c2=O)cc1F
    1%	12%	0	nt	38%	-3%	nt	nt	-17%
CCOc1ccc(-c2nc(CNC(=O)Nc3ccccc3)c(C)o2)cc1
    0%[60.1 µM]	-2%	4	-14%	nt	3%	4%	-1%	-10%
COc1cccc(CN(C)C(=S)Nc2cccc(C)c2)c1
    -1%	124%[activator]	-6	-18%	-10%	-3%	?	-4%	-21%

Following part
Each structure is followed by: Pol kappa inh	Pol iota inh	LDHA inh	Apoferritin bind	APE1 inh	GRP78 ERSR act	Pol beta inh	BLM inh	Pol eta inh
CCOC(=O)c1sc2ncn(CC(=O)Nc3cc(C)cc(C)c3)c(=O)c2c1C
    -14%	6%	6	-5%	nt	-2%	3%	-2%	-6%
c1ccc(CSc2nnc3ccc(-c4ccncc4)nn23)cc1
    3%	-7%	-4	-8%	-1%	-4%	1%	0%	-17%
CCCN(CCC)CCCNC(=O)Cn1cnc2sc(C)c(S(=O)(=O)N3CCC(C)CC3)c2c1=O
    -2%&-5%	17%&-25%	-11&2	-5%&-11%	-2%	-1%&1%	32%&6%	-4%&-11%	0%&1%
CCOC(=O)C1(CCOC)CCN(C(C)CCc2ccc(OC)cc2)CC1 (centres undefined)
    -3%	-12%	-11	-8%	-2%	-1%	5%	-3%	-7%
COc1cccc2c(SCC(=O)N/N=C/c3ccc(O)c(O)c3)cc(C)nc12
    13µM*	11µM*	2	-13%	8.9µM*	3%	2µM*	?	7.9µM*
CN(CC(=O)Nc1ccccc1Cl)C(=O)Cn1cc(C(F)(F)F)cc(Cl)c1=O
    -9%	18%	-5	nt	15%	-2%	nt	nt	4%
Cc1cccc(OCCOC(=O)Nc2ccccc2)c1
    -3%	15%	-3	-17%	-2%	7%	-19%	-8%	-20%
O=C(NCc1ccccc1)c1ccc(CN(c2ccccn2)S(=O)(=O)c2ccccc2)cc1
    -5%	3%	2	-16%	-5%	-6%	47%	1%	2%
O=C(Nc1ccccc1C(=O)NCCc1ccccc1)c1cnccn1
    -6%	10%	-3	4%	18%	5%	4%	-9%	-17%
O=C(NC1CCSC1)c1cccc(Cl)c1 (centres undefined)
    -14%	95%[activator]	0	2%	?	2%	4%	-2%	5%
CC(=O)NC1=NN(C(C)=O)C(C)(c2ccco2)S1 (centres undefined)
    3%	14%	-5	?	3%	-1%	-1%	-2%	-5%
O=c1[nH]c(C2CCN(S(=O)(=O)/C=C/c3ccccc3)CC2)nc2c1nnn2Cc1ccc(F)cc1
    1%	-14%	-4	-13%	6%	-4%	5%	-15%	-23%
CCOc1ccccc1NC(=O)CN(CCc1ccccc1)S(=O)(=O)c1ccc(C)cc1
    -17%	-5%	-4	269%[activator]	nt	2%	-6%	-11%	-13%
COc1ccccc1-c1ccc2ncnc(NCc3ccccc3)c2c1
    -4%[60.1 µM]	nt	nt	nt	-6%	1%	nt	-8%	nt

The list is partial, so the mix of outcomes need not match the whole.
